TrxR1 substrate: qHTS Assay for Substrates of Mammalian Selenoprotein Thioredoxin Reductase 1 (TrxR1): qHTS. Thioredoxin reductase 1, cytoplasmic (Rattus norvegicus), O89049. purified TrxR1 substrate turnover, NADPH consumption readout. Potency, µM (titrated, usually from 114 µM), inactives show at the highest dose activity change, negative = substrate turnover. actives 0.01% (n = 390,000). AID 588456, 2011; also: % is scaled to controls: 0 for no effect and ±100 for the full control effect; nearly all actives have a fitted effect of over 50% in size
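Rat TrxR1, dispensed at 90 nM, was prereduced with 400 uM NADPH (final) for 5 min at ~22 deg C, then incubated with compound 15 min before 400 uM selenite. A first-read NADPH fluorescence drop versus no-compound background flagged substrates.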
RGS4 inh: Inhibitors of Regulator of G Protein Signaling (RGS) 4: qHTS | actives 0.039% (n = 390,000) | Transcreener GDP fluorescence polarization, RGS4-accelerated GTP hydrolysis | Potency, µM (doses to about 114 µM), without a hit: at the highest dose activity change, negative = inhibition, actives largely listed as inhibitors; also: % is scaled to controls: 0 for no effect and ±100 for the full control effect; nearly all actives have a fitted effect of over 75% in size; some results filed as inactive show a strong effect at the top dose
Target sequence (P49798 whole entry, looked up): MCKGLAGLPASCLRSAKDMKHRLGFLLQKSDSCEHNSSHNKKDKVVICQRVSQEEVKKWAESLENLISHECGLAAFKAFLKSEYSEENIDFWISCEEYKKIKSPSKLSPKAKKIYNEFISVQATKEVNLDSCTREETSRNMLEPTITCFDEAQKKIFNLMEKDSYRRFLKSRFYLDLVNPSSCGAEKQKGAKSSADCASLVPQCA
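MLSMR compounds (23 nl, pin-transferred) preincubated 10 min at room temperature with a 500nM (2x) first reagent, then RGS4 at 900nM (2x) plus Transcreener GDP mix added; fluorescence polarization (620/688 nm) read before and after 90 min at 30 °C.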
rTrxR1 inhibitor: qHTS Assay for Inhibitors of Mammalian Selenoprotein Thioredoxin Reductase 1 (TrxR1): qHTS. Thioredoxin reductase 1, cytoplasmic (Rattus norvegicus), O89049. recombinant rTrxR1, NADPH fluorescence consumption, selenite substrate. Potency, µM (top dose mostly 114 µM), for inactives: at the highest dose activity change, negative = inhibition, most hits filed as inhibitors. actives 1% (n = 390,000). AID 588453, 2011; also: % is scaled to controls: 0 for no effect and ±100 for the full control effect; nearly all actives have a fitted effect of over 65% in size
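Rat TrxR1 (90 nM in the dispensed reagent) was pre-reduced with 400 uM NADPH for 5 min at room temperature, then incubated with compound for 15 min. After 400 uM selenite was added, NADPH fluorescence (Ex 340/Em 450 nm) was followed for 8 min.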
RXFP1 agonist: qHTS Assay for Agonists of the Relaxin Receptor RXFP1; actives 0.3% (n = 370,000); Relaxin receptor 1 (Homo sapiens), Q9HBX9; HEK293T-RXFP1 cAMP TR-FRET, 30 min; response scale: percent of porcine relaxin response, buffer zero; Potency, µM (highest dose often 57.5 µM), inactives show top-dose activation, most hits filed as activators; also: % is scaled to controls: 0 for no effect and ±100 for the full control effect; nearly all actives have a fitted effect of over 60% in size; many of its hits are not listed in these tables
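Agonist response is measured as cAMP accumulation in an RXFP1-transfected HEK293T line under PDE4 inhibition. Values are scaled between buffer-only and 29 nM porcine relaxin, and EC50s come from standard Hill equation fits.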
Vif-APOBEC3G blk: qHTS for Inhibitors of Vif-A3G Interactions: qHTS | HeLa A3G-eYFP + Vif (tagged APOBEC3G with the HIV-1 protein that degrades it), YFP fluorescence, overnight | Potency, µM (doses to about 46.1 µM), inactives show top-dose activity, negative = active, most hits filed as inhibitors | actives 0.076% (n = 410,000);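 also: % is scaled to controls: 0 for no effect and ±100 for the full control effect; nearly all actives have a fitted effect of over 60% in size; hits raise eYFP signal because A3G escapes Vif-driven loss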
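Read-out is eYFP fluorescence (Ex 488/Em 500-530) from Vif-expressing HeLa A3G-eYFP cells; more signal means A3G escaped Vif-mediated degradation. Cells plated overnight, compound pinned in, incubated overnight at 37 deg C.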
ALOX12 inh: Primary qHTS assay for inhibitors of human arachidonate 12S-lipoxygenase (ALOX12): Round 2; AID 1671190, 2021; Polyunsaturated fatty acid lipoxygenase ALOX12 (Homo sapiens), P18054; purified 12hLO, xylenol orange hydroperoxide absorbance; Potency, µM (top dose mostly 108 µM), without a hit: at the highest dose activity change, negative = inhibition, hits mostly inhibitors; actives 1.1% (n = 580,000); also: % is scaled to controls: 0 for no effect and ±100 for the full control effect
Target sequence (P18054 whole entry, looked up): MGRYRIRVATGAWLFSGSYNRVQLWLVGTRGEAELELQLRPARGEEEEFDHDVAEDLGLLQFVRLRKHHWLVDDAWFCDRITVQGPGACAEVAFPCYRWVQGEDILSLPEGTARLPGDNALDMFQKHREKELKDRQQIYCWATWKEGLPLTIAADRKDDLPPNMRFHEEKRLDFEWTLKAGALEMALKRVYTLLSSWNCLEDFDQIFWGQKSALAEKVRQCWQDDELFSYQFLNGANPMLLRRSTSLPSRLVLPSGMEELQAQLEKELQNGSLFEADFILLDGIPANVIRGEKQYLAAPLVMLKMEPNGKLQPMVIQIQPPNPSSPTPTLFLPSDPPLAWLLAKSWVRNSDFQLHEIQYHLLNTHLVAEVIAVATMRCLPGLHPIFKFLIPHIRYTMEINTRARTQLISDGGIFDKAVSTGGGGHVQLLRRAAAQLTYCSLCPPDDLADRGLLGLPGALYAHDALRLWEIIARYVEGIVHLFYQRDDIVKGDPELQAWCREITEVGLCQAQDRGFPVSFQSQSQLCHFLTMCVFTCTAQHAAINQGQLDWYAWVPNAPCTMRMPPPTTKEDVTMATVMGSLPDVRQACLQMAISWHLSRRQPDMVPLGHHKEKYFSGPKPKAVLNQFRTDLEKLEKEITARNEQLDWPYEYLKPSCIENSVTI
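Purified human 12hLO (150 nM final) in 25 mM Hepes, 0.01% Triton X-100, pH 7.0 was preincubated 15 min at room temperature with compound. Then 40 uM arachidonic acid was added, 30 min. Hydroperoxide was read by Fe-XO absorbance ratio 573/405 nm.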
Vif-A3F inh: qHTS for Inhibitors of Vif-A3F Interactions: qHTS. actives 0.2% (n = 390,000). Potency, µM (doses to about 46.1 µM), for the others: top-dose activity, negative = active. AID 602313, 2012. HeLa A3F-eYFP + Vif (tagged APOBEC3F with the HIV-1 protein that degrades it), YFP fluorescence increase; also: % of control where 0% means no effect; nearly all actives have a fitted effect of over 65% in size
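HeLa cells stably expressing A3F-eYFP plus Vif, plated and incubated overnight at 37 deg C, then exposed to compounds overnight at 37 deg C. Blocked degradation read as raised yellow fluorescence (Ex 488/Em 500-530).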
USP1 inh: Inhibitors of USP1/UAF1: Primary Screen; actives 0.23% (n = 390,000); Potency, µM (top dose mostly 57.1 µM), for inactives: top-dose activity change, negative = inhibition, actives largely listed as inhibitors; recombinant USP1/UAF1, Ub-Rhodamine cleavage fluorescence; Ubiquitin carboxyl-terminal hydrolase 1 (Homo sapiens), O94782; also: % is scaled to controls: 0 for no effect and ±100 for the full control effect; nearly all actives have a fitted effect of over 60% in size; inactives centre near -12
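USP1/UAF1 complex at 1 nM was preincubated with compound for 15 min at room temperature, then Ub-Rho substrate (150nM final) was added. Fluorescence (480/540 nm) was read kinetically, 6 reads every 60 seconds.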
IDH1 R132H inh: qHTS for Inhibitors of mutant isocitrate dehydrogenase 1 (IDH1): qHTS; Isocitrate dehydrogenase [NADP] cytoplasmic (Homo sapiens), O75874; IDH1-R132H enzyme, NADPH consumption, diaphorase/resazurin fluorescence; Potency, µM (series often up to 76.6 µM), for the others: at the highest dose activity change, negative = inhibition, usual class: inhibitors; actives 0.093% (n = 390,000); also: % is scaled to controls: 0 for no effect and ±100 for the full control effect; nearly all actives have a fitted effect of over 65% in size
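IDH1-R132H (0.5 ug/mL) preincubated 30 min with compound, then NADPH (0.016 mM) and alpha-KG (2 mM) added; 80 min at RT, pH 7.5. Remaining NADPH coupled via diaphorase/resazurin to fluorescence (540/590 nm); concentration-response curves normalized to no-enzyme control.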
An asterisk follows results filed as active; ? = inconclusive; . = not tested or not shown; [ ] = another dose, or the depositor's remark. Calls follow the shape of the dose curve; as a rule, active = well fitted curve in the direction sought with a large enough effect; inconclusive = small, poorly fitted or top-dose-only effect, or another doubt; inactive = no such curve, though single readings can be large; an effect the other way counts as inactive or inconclusive. Potency is read from the fitted curve at half-maximal effect. Some of the compounds tested; rates above refer to the full screens.

SMILES	TrxR1 substrate	RGS4 inh	rTrxR1 inhibitor	RXFP1 agonist	Vif-APOBEC3G blk	ALOX12 inh	Vif-A3F inh	USP1 inh	IDH1 R132H inh
COc1cccc(CN(C)C(=O)Cc2ccc(OC)c(S(=O)(=O)N3CCOCC3)c2)c1	-2%	-14%	3%	0.9%	1%	-11%	0%	-19%	-4%
COc1ccc(-n2nc(C(=O)NCC(=O)N3CCC(C)CC3)c3ccccc3c2=O)cc1	-8%	22%	18%[57.1 µM]	-2.8%	2%	-13%	2%	-16%	15%
O=C(NCCc1cccc(Cl)c1)c1cccc([N+](=O)[O-])c1	1%	0%	2%	2.1%	-3%	-11%	5%	-26%	-1%
Cc1ccc(C(=O)N2CCN(c3ccc(NC(=O)CSc4ccc(Cl)cc4)cc3)CC2)cc1	-9%	-12%	2%	1.7%	0%	5%	-14%	-20%	2%
Cc1coc2c(C)c3oc(=O)c(CC(=O)NCCc4ccc(Cl)cc4)c(C)c3cc12	8%	-21%	18%	1.3%	-5%	-4%	?	?	2%
CCCNc1cc(C)oc(=O)c1C(=O)CCC	-1%	10%	18%	2.6%	-1%	-24%	-5%	4%	-1%
Clc1cnc2nc(SC/C=C/c3ccccc3)[nH]c2c1	5%	7%	23%	-2.5%	1%	?	1%	-24%	16%
CCCCOC(=O)/C(=C/c1cn(C)c2ccccc12)NC(=O)c1ccc(OC)cc1	6%[57.1 µM]	-18%	16%[57.1 µM]	0.9%	-7%	-24%	-28%	-15%	1%
COc1cccc(NC(=O)N(CCCN2CCOCC2)C(C)c2cc3cccc(OC)c3o2)c1 (stereo not given)	6%	27%	6%	0.9%	0%	?	0%	-19%	1%
O=C(CCCNS(=O)(=O)c1cccc2nsnc12)NCc1ccc(Cl)cc1	-6%	9%	2%	-1.0%	4%	21%	0%	6%	-1%
Cc1ccc(NC(=O)C[n+]2ccccc2)cc1[N+](=O)[O-]	0%	9%	7%	1.2%	0%	-10%	.	-21%	-8%
CN(C)CCCN(C(=O)COc1ccccc1)c1nc2c(F)cccc2s1	6%	2%[11.4 µM]	20%	16%	5%	-23%	-9%	-10%	8%
COc1ccc(NC(=S)NN2CCN(C)CC2)cc1	2%	6%	1%	0.6%	2%	-13%	.	-14%	7%
C=CCSc1nnc(Cn2c(=O)sc3ccccc32)n1C	6%[57.1 µM]	-6%	11%[57.1 µM]	0.5%	-2%	359%[activator]	2%	-1%	6%
Cc1cc(C)cc(Cn2ncc(Cl)c(Cl)c2=O)c1	4%	-35%	6.3µM*	-0.6%	?	-21%	5%	-9%	7%
CCOc1cc(/C=N/O)ccc1OS(=O)(=O)c1ccc(C)cc1	-8%	-39%	4%	0.3%	-1%	-2%	0%	-7%	7%
COc1cccc(/C=C(\C(=O)O)c2ccccc2)c1	6%[57.1 µM]	1%	14%[57.1 µM]	-2.2%	-1%	-15%	-15%	-4%	3%
COc1cccc2sc(=NC(=O)CCS(=O)(=O)c3ccc(C)cc3)n(C)c12	5%	8%	1%	0.3%	1%	8%	0%	1%	-4%
O=C(CSc1cn(CC(=O)N2CCOCC2)c2ccccc12)Nc1ccccc1F	9%	7%	40%[activator]	-0.5%	3%	-18%	1%	-25%	-2%
COC(=O)[C@@H](Cc1ccccc1)NC(=O)Cn1cc(C)c(=O)[nH]c1=O	5%	6%	13%	.	0%	1%	2%	-14%	-9%

3 compounds drawn at random from those above, as already listed:
SMILES	TrxR1 substrate	RGS4 inh	rTrxR1 inhibitor	RXFP1 agonist	Vif-APOBEC3G blk	ALOX12 inh	Vif-A3F inh	USP1 inh	IDH1 R132H inh
COC(=O)[C@@H](Cc1ccccc1)NC(=O)Cn1cc(C)c(=O)[nH]c1=O	5%	6%	13%	.	0%	1%	2%	-14%	-9%
COc1cccc2sc(=NC(=O)CCS(=O)(=O)c3ccc(C)cc3)n(C)c12	5%	8%	1%	0.3%	1%	8%	0%	1%	-4%
Cc1ccc(NC(=O)C[n+]2ccccc2)cc1[N+](=O)[O-]	0%	9%	7%	1.2%	0%	-10%	.	-21%	-8%

Six consecutive records out of the list so far, quoted:
SMILES	TrxR1 substrate	RGS4 inh	rTrxR1 inhibitor	RXFP1 agonist	Vif-APOBEC3G blk	ALOX12 inh	Vif-A3F inh	USP1 inh	IDH1 R132H inh
CCCCOC(=O)/C(=C/c1cn(C)c2ccccc12)NC(=O)c1ccc(OC)cc1	6%[57.1 µM]	-18%	16%[57.1 µM]	0.9%	-7%	-24%	-28%	-15%	1%
COc1cccc(NC(=O)N(CCCN2CCOCC2)C(C)c2cc3cccc(OC)c3o2)c1 (stereo not given)	6%	27%	6%	0.9%	0%	?	0%	-19%	1%
O=C(CCCNS(=O)(=O)c1cccc2nsnc12)NCc1ccc(Cl)cc1	-6%	9%	2%	-1.0%	4%	21%	0%	6%	-1%
Cc1ccc(NC(=O)C[n+]2ccccc2)cc1[N+](=O)[O-]	0%	9%	7%	1.2%	0%	-10%	.	-21%	-8%
CN(C)CCCN(C(=O)COc1ccccc1)c1nc2c(F)cccc2s1	6%	2%[11.4 µM]	20%	16%	5%	-23%	-9%	-10%	8%
COc1ccc(NC(=S)NN2CCN(C)CC2)cc1	2%	6%	1%	0.6%	2%	-13%	.	-14%	7%

Screening results (PubChem BioAssay)
